# Screens: PubChem BioAssay, National Center for Advancing Translational Sciences (NCATS)
# Mm-Cpn inhibitor – blocks the Methanococcus maripaludis chaperonin Mm-Cpn; 0.031% of 330,000 active; Potency, µM (doses to about 76.9 µM), without a hit: at the top dose activity, negative = inhibition, most hits filed as inhibitors; purified Mm-Cpn ATPase, ADP Transcreener TR-FRET; also: potency is read from the fitted curve at half-maximal effect; % is scaled to controls: 0 for no effect and ±100 for the full control effect; nearly all actives have a fitted effect of over 80% in size
#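 TR-FRET (320 nm excitation; 590 and 665 nm emission) reports ADP made from 10 uM ATP by 25 nM enzyme; compounds were preincubated 10 min, reaction run 30 min, both at 37°C.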
# TGFb SMAD3 inh – inhibitors of TGF-b signaling; AID 588855; HepG2 CAGA-GFP TGF-b/SMAD3 reporter, GFP fluorescence, 18 h; TGF-beta stimulated, 500 pg/mL final; 1.2% of 410,000 active; Potency, µM (top dose mostly 46.1 µM), inactives show at the top dose activity, negative = inhibition, most hits filed as inhibitors; also: potency is read from the fitted curve at half-maximal effect; % is scaled to controls: 0 for no effect and ±100 for the full control effect; nearly all actives have a fitted effect of over 65% in size
#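 TGF-beta reporter screen: HEPG2 CAGA-GFP, 1% FBS, 500 pg/mL TGF-beta final, 18 h; per-cell GFP summed per well; curves fitted and categorized by class.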
# EPAC2 antag – blocks human EPAC2 exchange factor; Q8WZA2; EPAC2 GEF exchange of Rap1B-BODIPY-GDP, fluorescence; Potency, µM (series often up to 114 µM), inactives show at the top dose activity, negative = inhibition, actives largely listed as inhibitors; 0.18% of 360,000 active; also: potency is read from the fitted curve at half-maximal effect; % is scaled to controls: 0 for no effect and ±100 for the full control effect; nearly all actives have a fitted effect of over 45% in size; many of its hits are not listed in these tables
# Target sequence (Q8WZA2 whole entry, looked up): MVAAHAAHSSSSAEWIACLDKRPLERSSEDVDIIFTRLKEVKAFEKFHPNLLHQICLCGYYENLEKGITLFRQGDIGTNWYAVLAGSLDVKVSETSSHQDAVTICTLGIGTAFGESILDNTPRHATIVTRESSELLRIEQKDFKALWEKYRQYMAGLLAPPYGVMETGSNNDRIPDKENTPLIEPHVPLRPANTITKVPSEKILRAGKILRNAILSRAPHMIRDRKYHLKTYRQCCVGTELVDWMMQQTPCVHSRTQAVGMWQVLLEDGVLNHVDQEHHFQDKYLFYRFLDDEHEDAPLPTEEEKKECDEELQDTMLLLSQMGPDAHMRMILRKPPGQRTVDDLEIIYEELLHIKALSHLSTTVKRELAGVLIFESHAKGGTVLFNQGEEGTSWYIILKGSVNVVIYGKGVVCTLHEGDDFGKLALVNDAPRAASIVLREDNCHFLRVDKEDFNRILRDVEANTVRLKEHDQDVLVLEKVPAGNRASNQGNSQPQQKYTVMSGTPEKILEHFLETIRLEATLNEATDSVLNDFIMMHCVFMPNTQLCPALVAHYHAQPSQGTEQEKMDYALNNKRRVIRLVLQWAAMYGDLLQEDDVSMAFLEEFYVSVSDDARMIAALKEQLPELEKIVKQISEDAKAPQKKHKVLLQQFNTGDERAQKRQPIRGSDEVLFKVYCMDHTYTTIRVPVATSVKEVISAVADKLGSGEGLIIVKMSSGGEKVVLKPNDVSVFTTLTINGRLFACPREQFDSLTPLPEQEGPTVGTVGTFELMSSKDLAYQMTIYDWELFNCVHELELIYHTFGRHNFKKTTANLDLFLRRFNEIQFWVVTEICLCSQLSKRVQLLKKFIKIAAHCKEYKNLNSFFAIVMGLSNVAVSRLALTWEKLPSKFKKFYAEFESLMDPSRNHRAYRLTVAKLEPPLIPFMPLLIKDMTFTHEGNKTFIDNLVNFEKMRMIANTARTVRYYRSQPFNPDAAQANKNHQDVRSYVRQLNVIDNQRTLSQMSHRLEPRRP
# CCT modulator – changes cytosolic chaperonin activity | purified chaperonin ATPase assay, HTRF ADP detection, 30 min | activity change, % (concentration not given with the values), hits read low | 0.3% of 360,000 active | AID 651819; in the data active = activity change below about -30%; also: % is scaled to controls: 0 for no effect and ±100 for the full control effect
#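 TRiC at 40 or 20 nM final (batch-dependent) in 30 mM Tris pH 7.4, 100 mM KCl, 5 mM MgCl2, 1 mM DTT, with compound at single 76 uM and 10 uM ATP, 30 min at 37 deg C. ADP detected by HTRF Transcreener, 665/615 ratio.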
# Nrf2 ARE act – Nrf2 pathway activation; 0.31% of 410,000 active; AID 624171; Potency, µM (top dose mostly 46.1 µM), without a hit: at the highest dose activation, actives largely listed as activators; AREc32 ARE-luciferase reporter (MCF7-derived line), luminescence, 24 h; also: potency is read from the fitted curve at half-maximal effect; % of control where 0% means no effect; nearly all actives have a fitted effect of over 65% in size
#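 Luminescent ARE reporter assay in AREc32_Fluc cells: overnight plating at 37 deg C, 24 hr compound incubation, Steady-Glo added, 30 min RT before reading.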
# EPAC2 agonist – agonists of human EPAC2 (RAPGEF4) | AID 720711 | 0.079% of 360,000 active | Potency, µM (doses to about 154 µM), for the others: top-dose activation, hits mostly activators | EPAC2 activation, biochemical qHTS; response scale: 100% = 6.5 mM cAMP response | Q8WZA2; also: potency is read from the fitted curve at half-maximal effect; nearly all actives have a fitted effect of over 50% in size
#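 Fluorescence exchange assay: 100 nM EPAC2 with 250 nM RAP1B-BODIPY-GDP and 50 uM GDP; compounds tested as a concentration-titration series (qHTS). Loss of Rap1-bound BODIPY-GDP fluorescence read at 480/540 nm; data normalized to 6.5 mM cAMP.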
# A549 tox – kills or reduces viability of A549 cells in Nrf2 counter-screen; A549 ARE-Fluc cells, CellTiter-Fluor viability, 18-24 h; Potency, µM (titrated, usually from 46 µM), for inactives: at the highest dose activity change, negative = cytotoxicity, actives largely listed as inhibitors; 0.16% of 390,000 active; AID 504648; also: potency is read from the fitted curve at half-maximal effect; % is scaled to controls: 0 for no effect and ±100 for the full control effect
#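 A549 ARE_Fluc cells in 5% FBS OPTI-MEM were exposed to compounds in concentration-response for 18-24 h at 37 deg C. Viability was read by CellTiter-Fluor fluorescence (Ex 405/Em 525) after 30 min, before the luciferase read.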
# pAkt inh – blocks phosphorylation of Akt. activity change, % for hits at 50 µM. Neuro2A IGF-stimulated pAkt S473 HTRF, 20 min; active compounds read low. 0.32% of 360,000 active; in the data active = activity change below about -80%; inconclusive = mostly about -51% to -80%; also: % is scaled to controls: 0 for no effect and ±100 for the full control effect
#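 Neuro2A cells in DMEM with 0.5% FBS, overnight at 37 deg C, given compound at single 50 µM final, then IGF (6 nM final) for 20 min at 37 deg C. Lysed; phospho-Akt Ser473 by HTRF after 24 h, 665/615 ratio.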
# Nrf2 block – inhibitors of Nrf2 signaling; A549 ARE-Fluc reporter, luciferase luminescence, 18-24 h; 2.1% of 360,000 active; Potency, µM (series often up to 46 µM), for the others: top-dose activity change, negative = inhibition, most hits filed as inhibitors; also: potency is read from the fitted curve at half-maximal effect; % is scaled to controls: 0 for no effect and ±100 for the full control effect; nearly all actives have a fitted effect of over 60% in size
#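 A549 ARE_Fluc cells (5000/well, 5% FBS OPTI-MEM) pre-incubated 2 h, then treated with compounds 18-24 h at 37C/5% CO2 in concentration-response. CellTiter-Fluor viability read first; BugLite luciferase luminescence after 15 min at room temperature gives Nrf2 activity.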
# * = called active by the depositor; i = inactive; ? = inconclusive; · = no result given; [ ] = dose if it differs, or a comment. Unless noted, calls follow the shape of the dose curve; as a rule, active = well fitted curve in the direction sought with a large enough effect; inconclusive = small, poorly fitted or top-dose-only effect, or another doubt; inactive = no such curve, though single readings can be large; an effect the other way counts as inactive or inconclusive.
SMILES,Mm-Cpn inhibitor,TGFb SMAD3 inh,EPAC2 antag,CCT modulator,Nrf2 ARE act,EPAC2 agonist,A549 tox,pAkt inh,Nrf2 block
Cc1ccc(CNC(=O)COc2ccc3c(c2)CCC3)cc1,1%,22%,17%,1.1,2.2%,6%,-13%,i,5%
O=C1NC(CCO)C(=O)NC1CCO (stereo not drawn),·,9%,10%,-0.5,0.2%,4%,-2%,i,1%
C#CCN1C=CC(=O)[C@@H](OC(=O)Nc2ccccc2Br)[C@H]1c1ccccc1Br,·,?,-22%,0.8,-1.0%,21%,-11%,i,?
CCc1nn(CCCC(=O)N2CCN(c3cccc(OC)c3)CC2)c(=O)c2cc3occc3n12,·,-7%,·,·,3.2%,·,5%,·,0%
CCc1nccn1S(=O)(=O)c1ccc(OC)c(OC)c1,-1%,-3%,3%,-0.5,1.6%,6%,-2%,i,-2%
COc1ccc(NC(=O)COC(=O)c2ccc(Br)o2)cc1OC,-1%,-1%,1%,-3.4,0.2%,8%,-6%,i,-10%
CN(C)S(=O)(=O)N1CCC(N2CCN(Cc3ccc(F)cc3)C(=O)C2=O)CC1,·,-1%,·,·,-1.4%,·,4%,·,?
C#CCOc1c(/C=C\c2nc(O)c([N+](=O)[O-])c(=O)[nH]2)cc(Br)cc1OC,-3%,-1%,-6%,0.5,3.1%,6%,5%,i,0%
O=C(Nc1nccs1)C1CCN(S(=O)(=O)c2ccccc2)CC1,-1%,-18%,-4%,0.6,0.3%,-3%,0%,i,?
Clc1ccc(CSc2nnc(-c3sccc3-n3cccc3)o2)cc1,-2%,?,3%,-0.8,-0.1%,13%,16%,i,·
O=C(Cc1ccccc1)NC(C(=O)O)C(O)c1ccc([N+](=O)[O-])cc1 (stereo not drawn),3%,-1%,17%,-1.3,-0.1%,0%,-3%,i,1%
CCCNC(=O)C1(C)CCCN(C(=O)c2cc(C(C)(C)C)nn2C)C1 (stereo not drawn),·,-2%,6%,-0.1,-0.2%[9.22 µM],0%,·,i,·
O=C(CSc1ccc2nnc(-c3cccnc3)n2n1)Nc1ccc(F)cc1,-2%,1%,-7%,0.4,1.7%,12%,0%,i,6%
CC(=O)c1ccc(OC(=O)Cc2cccc3ccccc23)cc1,1%,2%,-15%,1.0,0.2%,15%,8%,i,-1%
CCC1CCCCN1CC(=O)Nc1ccc2c(c1)OCCO2 (stereo not drawn),0%,2%,-2%,2.0,6.5%,7%,0%,i,?
COc1cccc(OC)c1C(=O)OCC(=O)N1CCC(Cc2ccccc2)CC1,0%,2%,13%,-1.5,-1.0%,4%,-10%,i,1%
O=C(Nc1cccs1)Nc1nnc([C@@H]2C[C@H](O)[C@@H](CO)O2)s1,·,8%,-1%,-0.2,0.0%,-1%,·,i,·
COc1cc(C)nc(OCCNS(=O)(=O)c2cc(C)ccc2C)n1,1%,12%,8%,0.6,-0.1%,-1%,11%,i,-1%
CCC(=O)Nc1ccc(C2C(=O)c3ccccc3C2=O)cc1,0%,4%,-9%,1.9,0.6%,-9%,-9%,i,-6%
Cn1cc(/C=C(\NC(=O)c2ccccc2)C(=O)NCCN2CCOCC2)c2ccccc21,-3%,-1%,1%,-6.0,5.8%,9%,3%,i,-9%
CCN(CC)CCn1c2c(c(SCC(=O)NCc3ccccc3)nc1=O)CCCC2,-1%,-16%,9%,-7.1,-0.2%,8%,-1%,i,10%
O=C(CN1CCN(C(=O)c2ccccc2)CC1)Nc1ccc(Br)cn1,1%,1%,-2%,-2.6,3.4%,8%,-12%,i,·
NS(=O)(=O)c1ccc(NC(=O)COC(=O)CCC2CCCC2)cc1,2%,4%,-9%,-3.4,-0.2%,-3%,0%,i,-3%
O=C(Cn1ncc2c3ccccc3n(Cc3ccc(Cl)cc3)c2c1=O)N1CCCCCC1,·,8%,·,·,-0.5%,·,10%,·,?
CCOC(=O)c1cccc(NC(=O)c2cc3cc4cc(OC)ccc4nc3s2)c1,·,5%,·,·,0.2%,·,?,·,23µM*

# Some entries already given, limited to A549 tox and pAkt inh:
SMILES | A549 tox | pAkt inh
CCc1nn(CCCC(=O)N2CCN(c3cccc(OC)c3)CC2)c(=O)c2cc3occc3n12 | 5% | ·
CCc1nccn1S(=O)(=O)c1ccc(OC)c(OC)c1 | -2% | i
COc1ccc(NC(=O)COC(=O)c2ccc(Br)o2)cc1OC | -6% | i
CN(C)S(=O)(=O)N1CCC(N2CCN(Cc3ccc(F)cc3)C(=O)C2=O)CC1 | 4% | ·
C#CCOc1c(/C=C\c2nc(O)c([N+](=O)[O-])c(=O)[nH]2)cc(Br)cc1OC | 5% | i
O=C(Nc1nccs1)C1CCN(S(=O)(=O)c2ccccc2)CC1 | 0% | i

# Next section:
SMILES,Mm-Cpn inhibitor,TGFb SMAD3 inh,EPAC2 antag,CCT modulator,Nrf2 ARE act,EPAC2 agonist,A549 tox,pAkt inh,Nrf2 block
O=C(c1cc2cc(Cl)ccc2[nH]1)N1CCN(c2ccccc2F)CC1,-4%,-1%,12%,1.1,-0.6%,3%,-3%,i,13%
O=C(NCCCN1CCOCC1)C1(c2ccccc2)CCCC1,-1%,0%,7%,1.0,-0.4%,-12%,-5%,i,-14%
CN(C1=NS(=O)(=O)c2ccccc21)c1ccc(OC(=O)c2ccccc2)cc1,1%,-1%,9%,-1.6,0.2%,13%,2%,i,19%
CC(C)c1cc(C(C)C)c(S(=O)(=O)NNC(=O)c2ccncc2)c(C(C)C)c1,-2%,0%,-15%,-1.0,-0.4%,-7%,-2%,i,11%
CC1CC(=O)Nc2ccccc2N1C(=O)Nc1ccc(F)cc1 (stereo not drawn),0%,4%,5%,-4.2,0.1%,-4%,0%,i,5%
Cc1c(Cl)cccc1NC(=O)COC(=O)c1c2c(nc3ccccc13)CCN(Cc1ccccc1)C2,?,?,-18%,1.8,-0.4%,-2%,?,i,21µM*
COc1cccc(CC(NC(C)=O)C(=O)NC2CCN(C(=O)c3ccc(Cl)cc3)CC2)c1OC (stereo not drawn),1%,20%,2%,-0.3,-0.8%,4%,0%,i,1%
CN(c1ccccc1)S(=O)(=O)c1ccc(Cl)c(C(=O)Nc2ccccc2N2CCOCC2)c1,2%,-10%,0%,-0.5,-0.1%,6%,3%,i,-19%
CC(=O)N(C)c1ccc(NS(=O)(=O)c2cccc3nsnc23)cc1,0%,-9%,6%,0.7,0.1%,8%,-1%,i,-11%
Cc1ccc(C)n1-c1cccc(S(=O)(=O)N2CCOCC2)c1,-6%,-4%,1%,-3.5,8.2%,-4%,-4%,i,-1%
O=C(NCc1ccco1)c1ccc(COc2cccc3ccccc23)cc1,0%,-14%,-7%,0.5,3.1%,4%,-15%,i,16µM*
CCCc1cc(=O)oc2cc(OC3CCCCC3=O)ccc12 (stereo not drawn),-17%,2%,-12%,-2.6,0.1%,12%,-6%,i,-14%
COc1ccc2oc(C(=O)OCC(=O)NCc3ccccc3OC)c(C)c2c1,-2%,-6%,4%,-0.8,-0.3%,0%,-3%,i,-2%
Cc1ccnc2nc(C(=O)OCC(=O)c3ccccc3)nn12,1%,2%,11%,-1.0,0.0%,1%,1%,i,?
COc1ccc(/C=N/NC(=O)c2ccoc2C)cc1COc1c(C)cccc1C,1%,-16%,3%,1.3,0.5%,7%,?,i,-10%
O=C(Nc1ccccc1)/C(=C/c1ccc2c(c1)OCO2)NC(=O)c1ccco1,-1%,13%,13%,1.3,-0.6%,5%,-1%,i,7%
Oc1ccc(C[C@H]2CNC(=S)N2CC2CCCN2C[C@H](Cc2ccccc2)N2C[C@H](Cc3ccc(O)cc3)N(CC3CCCCC3)C2=S)cc1 (stereo partly drawn),·,5.6µM*,-4%,1.3,-2.1%,2%,·,i,·
Cc1ccc2cc3c(N)nn(C(=O)c4cccc(F)c4)c3nc2c1,·,?,·,·,-1.0%,·,-9%,·,16%
COc1cccc(CN(C)CCCn2cnc3c(SC)ncnc32)c1,·,-21%,-2%,-3.1,1.0%,8%,·,i,·

# Among those listed so far, 5 have two or more sulfur atoms.
SMILES,Mm-Cpn inhibitor,TGFb SMAD3 inh,EPAC2 antag,CCT modulator,Nrf2 ARE act,EPAC2 agonist,A549 tox,pAkt inh,Nrf2 block
O=C(Nc1nccs1)C1CCN(S(=O)(=O)c2ccccc2)CC1,-1%,-18%,-4%,0.6,0.3%,-3%,0%,i,?
Clc1ccc(CSc2nnc(-c3sccc3-n3cccc3)o2)cc1,-2%,?,3%,-0.8,-0.1%,13%,16%,i,·
O=C(Nc1cccs1)Nc1nnc([C@@H]2C[C@H](O)[C@@H](CO)O2)s1,·,8%,-1%,-0.2,0.0%,-1%,·,i,·
CC(=O)N(C)c1ccc(NS(=O)(=O)c2cccc3nsnc23)cc1,0%,-9%,6%,0.7,0.1%,8%,-1%,i,-11%
Oc1ccc(C[C@H]2CNC(=S)N2CC2CCCN2C[C@H](Cc2ccccc2)N2C[C@H](Cc3ccc(O)cc3)N(CC3CCCCC3)C2=S)cc1 (stereo partly drawn),·,5.6µM*,-4%,1.3,-2.1%,2%,·,i,·

# These rows are one share of the data; rates above refer to the full screens.
